Assay outcomes deposited in PubChem by several laboratories.
CHRM5 agonist: CHRM5 agonism in calcium assay. P08912. CHO-K1 hM5 cells, Fluo-8 calcium fluorescence; 0% DMSO wells, 100% maximal acetylcholine response. hit rate 0.19% among 360,000. activation, % at 3 µM;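 active = activation above the run's mean over test compounds plus 3 SD, cut at about 23% in these data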;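 also: signal is peak over basal fluorescence ratio across the kinetic read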
Target sequence (P08912 whole entry, looked up): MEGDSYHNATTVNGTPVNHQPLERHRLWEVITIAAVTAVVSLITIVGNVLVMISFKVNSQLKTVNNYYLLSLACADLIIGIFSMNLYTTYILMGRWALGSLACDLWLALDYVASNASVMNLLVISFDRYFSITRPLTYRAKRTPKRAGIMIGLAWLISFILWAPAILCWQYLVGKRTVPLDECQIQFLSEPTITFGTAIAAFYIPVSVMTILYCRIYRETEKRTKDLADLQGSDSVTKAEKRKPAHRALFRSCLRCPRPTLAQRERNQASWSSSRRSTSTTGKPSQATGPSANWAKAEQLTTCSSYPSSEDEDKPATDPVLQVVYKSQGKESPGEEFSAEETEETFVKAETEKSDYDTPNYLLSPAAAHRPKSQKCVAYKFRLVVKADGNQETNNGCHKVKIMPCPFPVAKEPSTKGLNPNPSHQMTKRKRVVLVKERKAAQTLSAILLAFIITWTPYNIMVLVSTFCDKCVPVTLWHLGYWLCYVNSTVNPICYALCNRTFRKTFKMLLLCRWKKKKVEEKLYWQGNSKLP
M5 PAM: potentiates acetylcholine response at human M5 receptor; activation, % at 3 µM; CHO-K1 hM5, Fluo-8 calcium, ACh EC20 PAM; 0% = ACh EC20, 100% = ACh EC100; hit rate 0.3% among 360,000;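 active = activation above the run cutoff, the mean activation of all test compounds plus 3 SD, cut at about 18% in these data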
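System – CHO-K1 hM5 cells · Compound – 3 µM, single dose · Incubation – compound preincubation 140 s before EC20 acetylcholine addition · Technique – Fluo-8 calcium fluorescence · Measure – Max/basal fluorescence ratio as % of EC20–EC100 ACh window · Benchmarks – low control EC20 acetylcholine (0%), high control EC100 acetylcholine (100%) · Replication – singlicate, one well per test compound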
TAAR1 antag: antagonists of human TAAR1 | Q96RJ0 | inhibition, % at 3 µM | hit rate 1.5% among 360,000 | CHO RD-HGA16 TAAR1, Fluo-8 calcium fluorescence, antagonist | AID 624466;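 active = inhibition above a per-plate cutoff, the mean inhibition of test compounds on that plate plus 3 SD, cut at about 49% in these data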;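 also: 0% = DMSO plus EC80 beta-PEA response and 100% = DMSO alone without agonist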
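Test system: CHO RD-HGA16 cells bearing hTAAR1 | Reagent: β-PEA, EC80 | Compound dosing: 3 µM, single point | Schedule: Dye loading 75 min at 37 °C, then 30 min room temperature | Signal: Calcium fluorescence with Fluo-8 | Evaluation: Percent inhibition of PEA-evoked calcium signal, max/basal emission ratio | Control set: DMSO-only wells and EC80 β-PEA-stimulated wells | Repeats: Singlicate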
M4 PAM: potentiates acetylcholine response at human M4 receptor | P08173 | CHO-K1 hM4/Gqi5, Fluo-8 calcium fluorescence, ACh EC20; 0% = ACh EC20, 100% = maximal ACh | activation, % at 3 µM | hit rate 0.4% among 360,000;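 active = activation above its plate's cutoff, the mean activation of sample wells plus 3 SD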; also: some results filed as inactive read as strong as hits
CRFBP-R2 agonist: CRF-BP/CRF-R2 complex agonism. AID 588473. activation, % at 13.2 µM. hit rate 0.46% among 350,000. HEK293 CRF-R2/CRF-BP, calcium dye fluorescence (FLIPR); percent of saturating CRF peptide response;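 active = activation of at least 50%, plus an integration ratio under a set limit after plate pattern correction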;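 also: plate controls were neutral control wells without compound for no effect and CRF at EC100 for full effect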
TAAR1 agonist: agonists of human TAAR1. Q96RJ0. activation, % at 3 µM. hit rate 0.99% among 360,000. CHO RD-HGA16 TAAR1, Fluo-8 calcium fluorescence; vehicle wells 0%, saturating PEA agonist 100%;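 active = activation above the mean activation of all test compounds in the run plus 3 SD, cut at about 38% in these data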
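System: CHO-derived RD-HGA16 cells with stable Gα16 and human TAAR1. Times: 17-24 h plating, Fluo-8 75 min 37 °C, 30 min RT. Measured by: calcium-sensitive Fluo-8 signal, excitation 470-495, emission 515-575 nm. Read-out basis: % activation relative to PEA EC100 response. Control set: DMSO and PEA EC100. Repeats: no replicates (n 1).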
CRFBP-R2 block: blocks CRF-induced signaling of the CRF-BP/CRF-R2 complex; HEK293 CRF-R2/CRF-BP, CRF-induced calcium fluorescence; inhibition, % at 11.8 µM; hit rate 0.59% among 350,000; AID 588475;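 active = inhibition of the ligand-induced calcium signal above about 50% at the single tested concentration, limit read from the data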
M5 antag: blocks acetylcholine activation of human M5 receptor | hit rate 0.59% among 360,000 | P08912 | AID 624040 | inhibition, % at 3 µM | CHO-hM5 cells, Fluo-8 calcium fluorescence, ACh EC80;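 active = inhibition above a per-plate cutoff, the mean of that plate's test compounds plus 3 SD, cut at about 27% in these data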;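 also: 0% = acetylcholine EC80 with DMSO and 100% = DMSO without agonist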
CHO-K1 Ca PAM: M1 PAM counterscreen hit in parental CHO-K1 cells; activation, % at 3 µM; hit rate 0.02% among 360,000; ATP EC20, Fluo-8 calcium fluorescence; 0% at ATP EC20, 100% at ATP max; AID 602247;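 active = activation above the run cutoff, the mean activation of all test compounds plus 3 SD, cut at about 40% in these data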;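 also: peak over basal fluorescence ratio in a 140 s read after ATP addition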
The depositor's hits bear a star; · = no result given.

entry | SMILES | CRFBP-R2 block | CRFBP-R2 agonist | M5 PAM | CHO-K1 Ca PAM | TAAR1 antag
1 | CC1CC(C)CN(C(=O)COC(=O)/C=C/c2cccc([N+](=O)[O-])c2)C1 (stereo not given) | 11 | -2.3 | -2 | -17 | -44
2 | CCCCCn1c(=N)c(S(=O)(=O)c2ccc(Cl)cc2)cc2c(=O)n3cccc(C)c3nc21 | -35 | 38 | 3 | -5 | ·
3 | COc1cc(C(=O)Nc2ccc3c(c2)CCN3C(C)=O)cc(OC)c1OC | 5 | -1.9 | 4 | 14 | -30
4 | CC(=O)Nc1cc(-c2cccc(C(=O)N(C)C)c2)cn2c(-c3ccc(C(C)=O)cc3)cnc12 | · | · | 2 | 1 | -1
5 | O=C(COC(=O)c1cn(-c2ccccc2)nc1-c1ccccc1)c1cccc([N+](=O)[O-])c1 | 9 | 0.4 | -3 | -6 | 8
6 | Cc1cc(C)n2nc(CC(=O)NNC(=O)c3ccccc3Cl)nc2n1 | 103* | 0.9 | 7 | 24 | -19
7 | CC1=C(C(=O)N(C)C)CC(CC(=O)NC(c2ccccc2)c2ccccc2)C(=O)N1Cc1ccccc1 (stereo not given) | 9 | -1.4 | 1 | 13 | -14
8 | O=C(CSc1ccc(-c2ccncc2)nn1)c1ccccc1 | -6 | 0.0 | -17 | -19 | 10
9 | CN=C1S/C(=C\c2cccn2-c2cccc(Br)c2)C(=O)N1C | -14 | 3.2 | · | · | 7
10 | O=C(O)CCN1C(=O)C2C3CC(C2C1=O)C1C(c2ccccc2)c2sc(=O)[nH]c2SC31 (stereo not given) | 8 | 1.4 | 1 | 13 | -2
11 | Cc1cc(C)cc(C(=O)NN2CCN(C)CC2)c1 | -6 | 8.9 | -3 | 4 | 9
12 | CC(=O)Nc1ccc(S(=O)(=O)CCC(=O)O)cc1 | 3 | -0.6 | 1 | -13 | -4

entry | TAAR1 agonist | M4 PAM | CHRM5 agonist | M5 antag
1 | -1 | 13 | -1 | 4
2 | · | 0 | -2 | -3
3 | 2 | 8 | -5 | 4
4 | 7 | -6 | 4 | -12
5 | 2 | 19 | 1 | 6
6 | 3 | 10 | -2 | 1
7 | 0 | 5 | 0 | -8
8 | 2 | -10 | 1 | 14
9 | 7 | · | · | ·
10 | 0 | 1 | -1 | -3
11 | 5 | -5 | -3 | -4
12 | 11 | -1 | 1 | 4

Sorted by the number under M5 antag (largest number first): some entries from above
No.	SMILES	CRFBP-R2 block	CRFBP-R2 agonist	M5 PAM	TAAR1 antag	TAAR1 agonist	M4 PAM	CHRM5 agonist	M5 antag
8	O=C(CSc1ccc(-c2ccncc2)nn1)c1ccccc1	-6	0.0	-17	10	2	-10	1	14
1	CC1CC(C)CN(C(=O)COC(=O)/C=C/c2cccc([N+](=O)[O-])c2)C1 (stereo not given)	11	-2.3	-2	-44	-1	13	-1	4
10	O=C(O)CCN1C(=O)C2C3CC(C2C1=O)C1C(c2ccccc2)c2sc(=O)[nH]c2SC31 (stereo not given)	8	1.4	1	-2	0	1	-1	-3
7	CC1=C(C(=O)N(C)C)CC(CC(=O)NC(c2ccccc2)c2ccccc2)C(=O)N1Cc1ccccc1 (stereo not given)	9	-1.4	1	-14	0	5	0	-8
4	CC(=O)Nc1cc(-c2cccc(C(=O)N(C)C)c2)cn2c(-c3ccc(C(C)=O)cc3)cnc12	·	·	2	-1	7	-6	4	-12

The list goes on:
entry | SMILES | CRFBP-R2 block | CRFBP-R2 agonist | M5 PAM | CHO-K1 Ca PAM | TAAR1 antag
13 | CN(C(=O)CSc1nnc(NCc2ccccc2)s1)C1CCS(=O)(=O)C1 (stereo not given) | 3 | 0.7 | 1 | 7 | -24
14 | CCc1ccc(-n2c(SCC(=O)Nc3cc(C)[nH]n3)nc3[nH]ncc3c2=O)cc1 | 9 | -1.2 | 1 | 7 | -4
15 | CC(NC(=O)c1ccccc1SCC(=O)N1CCCC1)c1ccccc1 (stereo not given) | -1 | 2.5 | -3 | 1 | -5
16 | CCCC(c1nnnn1CCC(C)C)N1CCC(C(N)=O)CC1 (stereo not given) | -7 | -0.5 | 5 | 16 | 4
17 | CCCCNC(=S)N/N=C1\C(=O)c2cccc3cccc1c23 | -9 | 1.4 | -5 | -9 | 9
18 | Cc1ccc(S(=O)(=O)N2CCC(=O)N([C@H](CO)Cc3ccccc3)CC2)cc1 | · | · | 1 | 12 | 5
19 | CCOC(=O)C1CCCN(CC(=O)Nc2c(C(=O)OC)[nH]c3ccc(Br)cc23)C1 (stereo not given) | 2 | -2.4 | -10 | 9 | 32
20 | Cc1c(NC(=O)COC(=O)c2ccc(F)c(S(=O)(=O)N3CCOCC3)c2)c(=O)n(-c2ccccc2)n1C | 16 | -0.7 | 3 | 17 | 6
21 | Cc1cc(C)c(S(=O)(=O)N2CCN(C(=O)c3ccccc3OCc3c(C)noc3C)CC2)c(C)c1 | 15 | -2.4 | -2 | -1 | 16
22 | CC(=O)c1cn(CC(=O)Nc2ccc(C)cc2)c2ccccc12 | 13 | 0.7 | -2 | 15 | 6
23 | COc1ccc(/C=N/NC(=O)CNC(=O)c2cccs2)cc1 | 5 | 0.1 | 6 | 18 | -12
24 | COc1ccc(C(=O)COC(=O)CCN2C(=O)C3C4CCC(C4)C3C2=O)cc1 (stereo not given) | 4 | -2.3 | -6 | -17 | -6
25 | Nc1ncnc(Nc2cccc(F)c2)n1 | -4 | 0.6 | -5 | -4 | -21
26 | Cc1ccccc1S(=O)(=O)Cc1ccc(C(=O)NCc2ccccc2)o1 | -7 | 0.8 | -1 | 18 | 13

entry | TAAR1 agonist | M4 PAM | CHRM5 agonist | M5 antag
13 | 2 | -5 | -1 | 2
14 | 8 | 10 | 4 | -2
15 | 1 | 2 | 0 | 7
16 | 11 | 13 | 0 | 6
17 | 4 | 5 | -2 | 5
18 | 3 | 3 | 2 | -2
19 | -1 | 0 | -1 | 5
20 | 3 | -2 | -3 | 0
21 | 4 | 1 | -3 | 12
22 | 11 | -2 | 2 | -7
23 | 7 | -2 | -3 | -7
24 | 0 | -6 | -2 | 11
25 | 3 | -19 | -1 | 2
26 | 1 | 1 | -2 | 4

Already shown: entries from further up.
entry | SMILES | CRFBP-R2 block | CRFBP-R2 agonist | M5 PAM | CHO-K1 Ca PAM | TAAR1 antag
13 | CN(C(=O)CSc1nnc(NCc2ccccc2)s1)C1CCS(=O)(=O)C1 (stereo not given) | 3 | 0.7 | 1 | 7 | -24
14 | CCc1ccc(-n2c(SCC(=O)Nc3cc(C)[nH]n3)nc3[nH]ncc3c2=O)cc1 | 9 | -1.2 | 1 | 7 | -4

entry | TAAR1 agonist | M4 PAM | CHRM5 agonist | M5 antag
13 | 2 | -5 | -1 | 2
14 | 8 | 10 | 4 | -2
